All columns: NCI-60 one-dose screen, growth in % after 48 h at 10 µM unless noted; 100 = growth as untreated, 0 = no growth, -100 = all killed.
PC-3 – PC-3 prostate cancer cells; 3.9% of 80,000 active
U251 – U251 CNS tumor cells; 5.4% of 80,000 active
SF-295 – SF-295 CNS cancer cells; 5.6% of 79,000 active; AID 1794758
OVCAR-8 – OVCAR-8 ovarian cancer; 4.4% of 81,000 active
SNB-19 – SNB-19 CNS cancer cells; 2.5% of 81,000 active
SF-268 – SF-268 CNS cancer cells | 3.1% of 82,000 active | AID 1794759
DU-145 – DU-145 prostate cancer | 4.2% of 81,000 active
SF-539 – SF-539 CNS cancer | 6.8% of 81,000 active
* marks the source's active call; other numbers are inactive results; · = not tested or not shown; & = joins results of further samples; [ ] = remark or other dose. The calls were made as follows: active = growth percent below 10; inactive = the rest.

SMILES	PC-3	U251	SF-295	OVCAR-8	SNB-19	SF-268	DU-145	SF-539
C#CCNC(=O)[C@]12CC[C@@H](C(=C)C)[C@@H]1[C@H]1CC[C@@H]3[C@@](C)(CCC#N)[C@H](C(=C)C)CC[C@@]3(C)[C@]1(C)CC2	35	59	49	72	67	68	82	91
Cc1cc[n+](CC(=O)c2cccc3ccccc23)cc1	88	104	93	112	111	99	115	94
COc1ccc(-c2c3c(=O)n(C)c(=O)n(C)c3cn2-c2ccc(F)cc2)cc1	94	82	90	103	99	108	111	103
OB(O)c1ccccc1C[n+]1ccc(-c2ccc3cc(-c4cc[n+](Cc5ccccc5B(O)O)cc4)ccc3c2)cc1	105[7 µM]	103[7 µM]	87[7 µM]	103[7 µM]	94[7 µM]	112[7 µM]	105[7 µM]	102[7 µM]
c1ccc(C2NCCO2)cc1 (stereo unspecified)	93	90	101	96	97	98	105	101
CCN(CC)CCNc1ncnc2c1cnn2-c1ccc(Cl)cc1	82	75	86	·	91	82	95	70
C[C@H](c1nc2ccc(Cl)cn2c1NC(C)(C)C)[C@H]1CC[C@H]2[C@@H]3CCC4=CC(=O)CC[C@]4(C)[C@H]3CC[C@]12C	45	78	100	92	83	96	99	86
COc1ccc(OC)c(-c2cc(-c3cc(OC)c(OC)c(OC)c3)nc(N)c2C#N)c1	103	100	93	103	96	100	104	98
COC(=O)C1CC(n2cc(S(=O)(=O)c3ccc(C)cc3)nn2)CN1C(=O)c1cc(OC)c(OC)c(OC)c1 (stereo unspecified)	103	103	114	98	100	102	115	107
COc1ccn(C)c(=O)n1	102	91	104	108	112	106	113	117
O=C1OC(c2cccc(Cl)c2)=N/C1=C\C=C/c1ccccc1	94	·	99	117	103	110	·	110
CC1N=COC1S(=O)(=O)Nc1ccc(N/C=C/C(=O)c2cc3c(ccc4ccccc43)oc2=O)cc1 (stereo unspecified)	95	102	108	100	99	107	114	106
O=C(/C=C/c1ccc2nc(-c3ccc(C(F)(F)F)cc3)sc2c1)c1cc(F)cc(F)c1	97	105	93	106	102	103	109	102
C/C(=C(\c1ccc(OCCN2CCOCC2)cc1)c1ccc(OC(=O)c2ccccc2)cc1)c1ccc(Cl)cc1	93	105	96	100	102	101	105	102
O=C(NC1CCc2c1ccc(Cl)c2Cl)c1cc2c([nH]c1=O)CCCC2 (stereo unspecified)	86[50 µM]	97[50 µM]	94[50 µM]	96[50 µM]	88[50 µM]	91[50 µM]	102[50 µM]	88[50 µM]
O=S(=O)(c1ccccc1)N(Cc1ccccc1)c1ccccc1	59	96	101	86	86	112	119	101
CCN(CC)c1ccc(C=NCc2ccco2)c(O)c1	80	93	107	95	102	95	107	103
Cc1cc(O)ccc1SC#N	92	98	108	104	105	98	97	101
O=C(Nc1ccccc1Cl)c1ccc(C(=O)Nc2ccccc2Cl)cc1	113	·	105	110	109	107	105	102
NC(=O)Cc1c(O)cc(Br)c(OC(=O)NCCCCN=C(N)N)c1Br	98	106	104	108	103	100	113	102
O=C1CCCCCCCCCCCCCC1	97	100	·	103	122	99	99	98
Cn1cc(-c2cc(N)n3nc(-c4c[nH]c5ccc(Cl)cc45)cc3n2)c2cccnc21	-52*	-82*	-93*	-76*	-78*	-47*	-88*	-96*
COCCCNCC(=O)Nc1ccc(S(=O)(=O)c2ccc(NC(=O)CNCCCOC)cc2)cc1	83	101	100	108	114	104	103	100
Nc1ncnc(Cl)c1[N+](=O)[O-]	90	106	108	108	104	102	106	97
CCCCCCCCCCC1CC(=O)OC1=O (stereo unspecified)	90	95	99	102	104	104	114	93
C=CCn1c(SCC(=O)Nc2ccc(C(=O)/C=C/c3cc(OC)c(OC)c(OC)c3)cc2)nnc1-c1c[nH]c2ccccc12	41	9.0*	68	38	22	33	13	-16*
O=[N+]([O-])c1cc(S(=O)(=O)NCc2ccco2)ccc1N/N=C/c1ccccn1	88	101	86	97	102	103	101	98
O=C(Cn1nc(N2CCCCC2)ccc1=O)N1CCOCC1	99	96	98	106	103	97	103	92
N#Cc1c(N2CCOCC2)nc2sc3cc(Cl)ccc3n2c1=N	76	97	118	96	78	94	110	97
C[N+]1(CC(=O)c2ccccc2)CCc2ccccc2C1 (stereo unspecified)	96	96	99	·	105	101	108	99
O=CN/N=C/c1cc(Cl)cc(Cl)c1O	79	60	70	75	85	67	93	91
O=[N+]([O-])c1cccc(-c2nc3sccn3c2-c2ccnc(NCCNS(=O)(=O)c3ccc(F)cc3)n2)c1	43	78	71	46	93	63	70	98
Cc1nc([N+](=O)[O-])cn1CC(Cl)Cn1cc([N+](=O)[O-])nc1C	105&99	112	97&94	107&105	116	107&110	106&108	98&99
CCCCNS(=O)(=O)c1cc(Nc2ccc(O)c3c2C(=O)c2c([N+](=O)[O-])ccc(O)c2C3=O)ccc1OC	93	95	·	83	86	88	98	91
Nc1nc(-c2ccc(Cl)cc2)nn1-c1nc2ccccc2s1	85	39	91	65	75	72	75	67
Cc1c(C(=O)Nc2ccc([N+](=O)[O-])cc2)sc(N)c1C#N	65	89	63	80	107	81	81	114
O=C1/C(=C/c2ccc(OCc3cccc(F)c3)cc2)Oc2cc(O)ccc21	90	81	66	52	63	92	72	83
Brc1cncc2ccccc12	104	105	109	105	104	110	115	113
CC(C)CS(=O)(=O)OCCCCOS(=O)(=O)CC(C)C	101	106	96	106	101	101	102	96
S=c1oc(-c2cc(Cl)cc(Cl)c2Cl)nn1CNc1cccc(Cl)c1Cl	100	95	99	95	103	110	113	89
CCOC(=O)C1=C(N)Oc2c(sc3c(F)cccc23)C1c1ccc(OC)cc1 (stereo unspecified)	85	96	106	100	91	86	99	104
Nc1nc2ncc(=O)[nH]c2c(=O)[nH]1	101	106	102	102	106	92	98	102
CCN1C/C(=N\S(=O)(=O)NC2CCCCC2)N(CC)C1=O	101	105	101	102	98	104	108	98
c1ccc(-c2nnc3ccccc3n2)cc1	53	82	55	98	85	91	78	101
Cc1ccc(-c2cc3c(SCC(=O)Nc4cc(C(F)(F)F)ccc4Cl)nccn3n2)cc1	41	60	38	33	102	57	26	54
CCOC(=O)N1CC/C(=N\NC(N)=O)C1	103	112	101	·	106	100	108	104
O=C(Nc1ccc(OCc2ccc(Br)cc2)cc1)c1ccc2nc(NS(=O)(=O)c3ccc4ccccc4c3)sc2c1	92	92	100	91	98	95	100	91
CCOC(=O)CCCCCNC(=O)c1ccccc1	93	101	·	104	113	95	103	102
Cc1ccc(C2=C(c3ccc(C)cc3)CS(=O)(=O)C2)cc1	79	91	100	102	78	96	105	89
COc1ccc2c(c1C)CCC(C)(C#N)C2=O (stereo unspecified)	99	108	98	104	105	109	112	96
CCC(C)C(C)(O)CC (stereo unspecified)	93	102	96	103	109	105	108	101
O=CN1CCc2ccc([N+](=O)[O-])cc21	94	101	101	97	96	103	110	94
N#C/C(=C\c1c(-c2ccccc2)[nH]c2ccccc12)C(=O)N1CCCCC1	70	95	102	95	89	90	92	102
[Ag].[Ag].[NH-]S(=O)(=O)c1ccc(N=Nc2cc(N=Nc3ccc(S([NH-])(=O)=O)cc3)c3c(NC(=O)C(Cl)Cl)cccc3c2OC(=O)C(Cl)Cl)cc1.[c-]1nccs1.[c-]1nccs1	48	75	82	68	81	79	70	96
O=C(O)CCCn1c(=O)c2sc3ccccc3c2n2nnc(-c3ccccc3)c12	77	88	98	79	86	87	100	82
CC1(C)CCC(C)(C)NC(=S)N1	100	104	102	106	102	105	107	105
O=c1oc2ccccc2c2nc3c(ccc4ccccc43)cc12	94	97	92	113	99	118	102	100
COc1cc2nccc(Oc3ccc(NC(=O)C4(C(=O)Nc5ccc(F)cc5)CC4)cc3)c2cc1OC(=O)c1ccc(N)cc1	25	7.8*	-75*	52	38	29	45	-1.2*
CCCCCCSc1ncnc2nc[nH]c12	85	90	89	95	86	96	95	87
COc1ccc(C2CC(c3ccccc3)=NN2c2nc(C)c(C(C)=O)s2)cc1 (stereo unspecified)	97	100	99	101	99	91	102	94
Carrying on.
SMILES	PC-3	U251	SF-295	OVCAR-8	SNB-19	SF-268	DU-145	SF-539
O=C(Nc1cccc(Cl)c1)OCC#CCCl	61	83	95	90	82	71	92	97
CCCCCCCCCCCCC(C(=O)OCC)C(=O)OCC	112	106	·	104	102	105	111	109
C#CC(=O)Nc1ccc2c(c1)C(O)(CC#N)C(=O)N2 (stereo unspecified)	102	99	100	101	95	98	105	100
COc1ccc(C(O)CCl)c2ccccc12 (stereo unspecified)	89	92	102	102	99	95	101	90
Cc1ccc(C(O)c2ccccc2Cl)c(C)c1 (stereo unspecified)	88	92	96	93	102	106	106	96
CC(C)(C)n1cc(-c2ccnc(NCCCNS(=O)(=O)c3ccc(Cl)cc3)n2)c(-c2ccc(F)c(O)c2)n1	66	97	106	93	106	92	97	101
CC(C)Oc1c(C(=O)O)cccc1[N+](=O)[O-]	101	108	88	109	105	105	107	90
N=C(N)c1ccc(-c2ccc(-c3ccc(Cl)cc3)s2)nc1	-75*	-68*	27	-31*	50	58	-95*	-55*
O=C(NO)c1ccc(Cn2c(=O)n(CCc3ccc(O)cc3)c(=O)c3ccccc32)cc1	39	8.3*	79	36	44	59	42	3.1*
O=C1CCCC/C1=C\C=C\c1c(C2CC2)nc2ccccc2c1-c1ccc(F)cc1	99	112	103	105	101	99	100	100
COc1ccc(-c2c(C#N)c(N)nc3c(C#N)c(NC(=O)c4ccccc4)nn23)cc1	95	103	107	99	107	98	114	99
CCCCCCCCCCCCCCCc1cc(O)ccc1S(=O)(=O)O	72	92	97	104	91	104	116	100
O=C(O)C1(Nc2ccc(-c3ccc(Cl)cc3)cc2)CCCC1	94	86	99	83	89	98	102	98
CC(=O)c1cc(C(C)=O)c2ccccc2c1O	95	99	94	103	105	104	114	92

2 entries from above, with two lines to a compound:
Under each structure: PC-3 | U251 | SF-295 | OVCAR-8 | SNB-19 | SF-268 | DU-145 | SF-539
- O=C1CCCC/C1=C\C=C\c1c(C2CC2)nc2ccccc2c1-c1ccc(F)cc1
 : 99 | 112 | 103 | 105 | 101 | 99 | 100 | 100
- COc1ccc(-c2c(C#N)c(N)nc3c(C#N)c(NC(=O)c4ccccc4)nn23)cc1
 : 95 | 103 | 107 | 99 | 107 | 98 | 114 | 99

Of the compounds above, these contain an aryl methoxy group:
SMILES	PC-3	U251	SF-295	OVCAR-8	SNB-19	SF-268	DU-145	SF-539
COc1ccc(-c2c3c(=O)n(C)c(=O)n(C)c3cn2-c2ccc(F)cc2)cc1	94	82	90	103	99	108	111	103
COc1ccc(OC)c(-c2cc(-c3cc(OC)c(OC)c(OC)c3)nc(N)c2C#N)c1	103	100	93	103	96	100	104	98
COC(=O)C1CC(n2cc(S(=O)(=O)c3ccc(C)cc3)nn2)CN1C(=O)c1cc(OC)c(OC)c(OC)c1 (stereo unspecified)	103	103	114	98	100	102	115	107
COc1ccn(C)c(=O)n1	102	91	104	108	112	106	113	117
C=CCn1c(SCC(=O)Nc2ccc(C(=O)/C=C/c3cc(OC)c(OC)c(OC)c3)cc2)nnc1-c1c[nH]c2ccccc12	41	9.0*	68	38	22	33	13	-16*
CCCCNS(=O)(=O)c1cc(Nc2ccc(O)c3c2C(=O)c2c([N+](=O)[O-])ccc(O)c2C3=O)ccc1OC	93	95	·	83	86	88	98	91
CCOC(=O)C1=C(N)Oc2c(sc3c(F)cccc23)C1c1ccc(OC)cc1 (stereo unspecified)	85	96	106	100	91	86	99	104
COc1ccc2c(c1C)CCC(C)(C#N)C2=O (stereo unspecified)	99	108	98	104	105	109	112	96
COc1cc2nccc(Oc3ccc(NC(=O)C4(C(=O)Nc5ccc(F)cc5)CC4)cc3)c2cc1OC(=O)c1ccc(N)cc1	25	7.8*	-75*	52	38	29	45	-1.2*
COc1ccc(C2CC(c3ccccc3)=NN2c2nc(C)c(C(C)=O)s2)cc1 (stereo unspecified)	97	100	99	101	99	91	102	94
COc1ccc(C(O)CCl)c2ccccc12 (stereo unspecified)	89	92	102	102	99	95	101	90
COc1ccc(-c2c(C#N)c(N)nc3c(C#N)c(NC(=O)c4ccccc4)nn23)cc1	95	103	107	99	107	98	114	99
